D2 ag: D2 dopamine receptor (human) agonism; P14416; HEK293 T-REx D2 cells, calcium flux agonist mode; activation, % at 2 µM; hit rate 0.53% among 340,000;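 active means activation over 3 SD above normal in the single-dose calcium agonist read, cut at about 30% in these data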; further: 0% is about no effect
Target sequence (P14416 whole entry, looked up): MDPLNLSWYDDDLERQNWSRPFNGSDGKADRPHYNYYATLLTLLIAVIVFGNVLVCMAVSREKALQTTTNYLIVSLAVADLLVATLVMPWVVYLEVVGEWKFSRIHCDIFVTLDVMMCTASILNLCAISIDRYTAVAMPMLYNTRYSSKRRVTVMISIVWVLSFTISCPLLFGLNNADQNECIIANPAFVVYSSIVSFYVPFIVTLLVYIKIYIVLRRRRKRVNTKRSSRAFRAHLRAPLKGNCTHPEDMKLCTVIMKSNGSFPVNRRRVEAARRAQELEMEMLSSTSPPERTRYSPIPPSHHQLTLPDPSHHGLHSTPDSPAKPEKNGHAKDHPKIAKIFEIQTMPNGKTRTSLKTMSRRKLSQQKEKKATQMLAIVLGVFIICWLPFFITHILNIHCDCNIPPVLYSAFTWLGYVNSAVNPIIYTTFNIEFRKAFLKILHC
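Tetracycline-induced HEK293 T-REx cells with force-coupled D2 receptor, plated overnight at 30 C, loaded with no-wash calcium dye. After a 10 s baseline, compound was pin-added and calcium flux read kinetically for 180 s; calcium rises flagged agonists.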
TRHR enhancer: TRH receptor (human) allosteric enhancement; P34981; TRHR cells, fluo-8 calcium fluorescence, EC20 TRH enhancement; enhancement, % at 2 µM; hit rate 0.66% among 360,000; in the data active means enhancement above about 30%; further: 0% is about no effect
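TRHR-expressing cells loaded with fluo-8 calcium dye were read kinetically (ex 480/em 530) during compound addition, then stimulated with an EC20 of TRH (10 nM final). Enhancement of the Gq-mediated intracellular calcium response was scored.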
D2 antagonist: antagonizes the human D2 dopamine receptor. P14416. HEK293 TREx D2 cells, calcium flux, dopamine EC80. inhibition, % at 10 µM. hit rate 2% among 340,000. AID 485344; in the data active means inhibition above about 30%; further: 0% is about no effect
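Antagonism is scored as inhibition of an EC80 dopamine-evoked calcium signal in a force-coupled, tetracycline-inducible HEK293 T-REx D2 line, with compound present 180 s before agonist.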
TRHR ag: activates the human TRH receptor. P34981. TRHR cells, calcium flux fluo-8, FDSS agonist mode. activation, % at 2 µM. hit rate 0.18% among 360,000. AID 493084; in the data active means activation above about 30%; further: 0% is about no effect
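TRHR-expressing cells loaded with fluo-8 calcium dye; 23 nL library compound pin-transferred, kinetic FDSS fluorescence (Ex 480/Em 530) recorded about 180 s for agonist-induced calcium release, before a 10 nM TRH EC20 addition for potentiator mode.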
mIDH1 inhibitor: inhibitors of human mutant IDH1 R132H; hit rate 0.093% among 390,000; Potency, µM (doses to about 76.6 µM), for the others: at the top dose activity change, negative = inhibition, hits mostly inhibitors; O75874; IDH1-R132H enzyme, NADPH consumption, diaphorase/resazurin fluorescence; AID 602179; further: potency means the concentration at half of the fitted maximal effect; on the % scale 0 is the no-effect control and ±100 the full control effect; nearly all actives have a fitted effect of over 65% in size
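IDH1-R132H (0.5 ug/mL) preincubated 30 min with compound, then NADPH (0.016 mM) and alpha-KG (2 mM) added; 80 min at RT, pH 7.5. Remaining NADPH coupled via diaphorase/resazurin to fluorescence (540/590 nm); concentration-response curves normalized to no-enzyme control.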
TrxR1 substrate: is turned over as a substrate by rat TrxR1 | Potency, µM (highest dose often 114 µM), for inactives: at the highest dose activity change, negative = substrate turnover | AID 588456 | hit rate 0.01% among 390,000 | purified TrxR1 substrate turnover, NADPH consumption readout | O89049; further: potency means the concentration at half of the fitted maximal effect; on the % scale 0 is the no-effect control and ±100 the full control effect; nearly all actives have a fitted effect of over 50% in size
Target sequence (O89049 whole entry, looked up): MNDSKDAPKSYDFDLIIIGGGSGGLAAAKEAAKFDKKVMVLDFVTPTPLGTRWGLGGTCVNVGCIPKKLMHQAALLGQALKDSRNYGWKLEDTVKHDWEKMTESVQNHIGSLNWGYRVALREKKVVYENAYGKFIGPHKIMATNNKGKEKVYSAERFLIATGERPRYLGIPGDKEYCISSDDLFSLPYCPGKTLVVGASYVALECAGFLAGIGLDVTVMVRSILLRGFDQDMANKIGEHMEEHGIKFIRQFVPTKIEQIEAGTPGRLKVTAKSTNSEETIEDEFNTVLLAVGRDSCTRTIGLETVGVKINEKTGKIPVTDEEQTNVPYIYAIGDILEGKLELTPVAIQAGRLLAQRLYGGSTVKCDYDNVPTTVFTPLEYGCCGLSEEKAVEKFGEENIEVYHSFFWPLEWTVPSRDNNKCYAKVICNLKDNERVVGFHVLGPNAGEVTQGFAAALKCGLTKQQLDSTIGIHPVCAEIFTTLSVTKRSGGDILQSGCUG
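Rat TrxR1, dispensed at 90 nM, was prereduced with 400 uM NADPH (final) for 5 min at ~22 deg C, then incubated with compound 15 min before 400 uM selenite. A first-read NADPH fluorescence drop versus no-compound background flagged substrates.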
PI4K2A block: blocks human PI4K2A kinase activity; Q9BTU6; purified PI4K2A, ADP-Glo luminescence, 1 h; hits give low values; activity change, negative = inhibition, % at 76.9 µM; hit rate 0.13% among 420,000; AID 1346378; in the data active means activity change below about -50%; inconclusive means mostly about -30% to -49%;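 further: -100% = wells without enzyme as full effect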
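In this quantitative HTS, ADP production by PI4K2A was quantified luminescently after 1 h at ambient temperature; 100 microM adenosine served as plate-quality control.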
USP1-UAF1 inh: USP1/UAF1 (human) deubiquitinase inhibition | O94782 | recombinant USP1/UAF1, Ub-Rhodamine cleavage fluorescence | Potency, µM (highest dose often 57.1 µM), for inactives: at the highest dose activity change, negative = inhibition, hits mostly inhibitors | hit rate 0.23% among 390,000 | AID 743255; further: potency means the concentration at half of the fitted maximal effect; on the % scale 0 is the no-effect control and ±100 the full control effect; nearly all actives have a fitted effect of over 60% in size; inactives centre near -12
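In this screen, compounds sit with the deubiquitinase complex (1nM) for 15 min at room temperature before Ub-Rho is added at 150nM final. Fluorescence rise is then followed for 6 reads every 60 seconds.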
TrxR1 inh: rat TrxR1 inhibition; Potency, µM (titrated, usually from 114 µM), for inactives: top-dose activity change, negative = inhibition, hits mostly inhibitors; AID 588453; recombinant rTrxR1, NADPH fluorescence consumption, selenite substrate; hit rate 1% among 390,000; further: potency means the concentration at half of the fitted maximal effect; on the % scale 0 is the no-effect control and ±100 the full control effect; nearly all actives have a fitted effect of over 65% in size
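Rat TrxR1 (90 nM in the dispensed reagent) was pre-reduced with 400 uM NADPH for 5 min at room temperature, then incubated with compound for 15 min. After 400 uM selenite was added, NADPH fluorescence (Ex 340/Em 450 nm) was followed for 8 min.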
Active calls of the source: *; ? = inconclusive; . = no result given; [ ] = another dose, or the depositor's remark. Unless noted, the call rests on the fitted dose curve; in most records, active means well fitted inhibition curve with a large enough effect; inconclusive means small, poorly fitted or top-dose-only effect; inactive means no such curve, though single readings can be large or run the other way.

no.	compound	D2 ag	TRHR enhancer	D2 antagonist	TRHR ag	mIDH1 inhibitor
1	COC(=O)c1ccc(CNC(=O)C2CCC(=O)N(CCN3CCOCC3)C2)cc1 (centres undefined)	.	8	.	0.4	5%
2	CCn1ncc(Cl)c1C(=O)Nc1cc([N+](=O)[O-])ccc1OC	2.1	-4	14	-0.3	0%
3	CCOc1ccc(-c2cc3nc(C4CCN(C(=O)OC(C)(C)C)CC4)c(C(=O)Nc4cccc(CC)c4)cn3n2)cc1	0.7	13	.	1.0	-5%
4	O=C(COC(=O)Cc1c(Cl)cccc1Cl)NCC1CCCO1 (centres undefined)	-0.3	3	-1	-0.4	2%
5	COc1ccc(NS(=O)(=O)c2ccc3oc(=O)c4[nH]c(=O)c(=O)n(C)c4c3c2)cc1	-0.3	0	-20	0.7	0%
6	O=C(COC(=O)CCCOc1ccc(Cl)cc1Cl)NCc1ccccc1	-1.9	28	-14	-1.2	11%
7	N#CC1=C(N)NC(SCC(=O)Nc2ccc(Br)cc2)=C(C#N)C12CCCCC2	75*	3	-41	-0.1	?
8	COc1ccccc1N1CCN(C(CNS(=O)(=O)c2cc(F)ccc2F)c2cccnc2)CC1 (centres undefined)	5.2	2	-2	-0.6	-2%
9	CS(=O)(=O)c1ccc(-c2cccc(NC(=O)COc3ccccc3)c2)nn1	-0.8	4	-23	-0.3	-8%
10	CC(=O)c1cccc(-c2ccc(CN3C(CC(C)C)C(=O)N(Cc4cn(CC5CCCCC5)nn4)CCS3(=O)=O)cc2)c1 (centres undefined)	.	.	.	.	3%[38.3 µM]
11	CNC(=O)C(Sc1ccccc1)c1ccccc1 (centres undefined)	0.3	8	-2	0.5	-1%
12	O=C(Cn1cnc2cc([N+](=O)[O-])ccc2c1=O)N(Cc1ccccc1)C1CCS(=O)(=O)C1 (centres undefined)	0.7	-2	-3	0.2	11%
13	O=C(CNC(=O)c1ccccc1)N/N=C/c1ccccc1Cl	2.4	-6	4	-0.3	17%
14	COc1ccc(CNC(=O)CCS(=O)(=O)Cc2ccc(C)cc2)c(OC)c1	-0.7	-1	-10	0.1	22%
15	Cc1sc2nc(C(C)(C)C)oc(=O)c2c1C	0.2	-11	7	0.9	1%

no.	TrxR1 substrate	PI4K2A block	USP1-UAF1 inh	TrxR1 inh
1	1%	2	-6%	13%
2	-6%	4	-3%	-3%
3	49%[activator]	5	?	32%
4	7%[57.1 µM]	0	-9%	20%[57.1 µM]
5	3%	2	-7%	25%
6	-7%	-3	-20%	4%
7	-25%[57.1 µM]	-2	-27%	15%[57.1 µM]
8	1%	5	-21%	2%
9	3%	0	-6%	13%
10	-3%	0	-30%	15%
11	2%	1	-14%	19%
12	-7%	1	-12%	10%[57.1 µM]
13	9%[57.1 µM]	6	-3%	7%
14	3%[57.1 µM]	-5	0%	0%[57.1 µM]
15	1%	0	-9%	16%

Continuation:
no.	compound	D2 ag	TRHR enhancer	D2 antagonist	TRHR ag	mIDH1 inhibitor
16	CC(C)COc1ccc(C(=O)Nc2ccccc2[N+](=O)[O-])cc1	0.5	-3	-7	0.2	11%
17	CCOc1ccccc1CNCCSc1nnnn1C	0.9	15	.	-1.1	13%
18	Cc1ccccc1C(=O)Nc1ccc(-c2nc3ccc(C(=O)c4ccccc4)cc3[nH]2)cc1	0.4	-6	17	1.4	0%
19	COc1cc2c(cc1/C=C/C(=O)O)OC(C)C2 (centres undefined)	1.4	3	5	-0.1	-11%
20	NS(=O)(=O)c1cccc(NC(=S)NCc2ccccc2)c1	-0.4	-5	-36	0.2	-5%
21	COc1cc(/C=N/NC(=O)c2cnn3c(C)cc(-c4ccccc4)nc23)ccc1O	23	-2	-19	-1.5	5%
22	S=C1NC[C@H](c2ccccc2)N1CCCCC1CCCCC1	-0.4	-4	-8	-0.6	2%
23	CC(=O)N1c2c(cc(Br)cc2S(=O)(=O)Nc2ccc(OC(F)(F)F)cc2)CC1C (centres undefined)	0.2	-3	.	-0.4	3%
24	CC(C)(C)c1ccc(C(=O)NC(=S)NNC(=O)c2cccs2)cc1	51*	7	56*	34*	1%
25	N#Cc1cn(CCCOc2ccccc2)c2ccccc12	-1.3	0	-2	0.4	20%
26	CCOc1ccccc1C=Nc1ccccc1C(=O)Nc1ccccc1	-0.4	2	-5	-0.2	3%
27	CN1CCN(CC(=O)Nc2ccccc2Sc2ccccc2)CC1	-1.1	7	8	0.1	15%
28	O=C(NCC(=O)N(Cc1cccs1)C(C(=O)NC1CCCC1)c1ccco1)c1cccs1 (centres undefined)	1.3	-10	-10	1.2	0%
29	Cc1ccc2cc(CCNC(=O)CCCc3ccccc3)c(=O)[nH]c2c1C	0.0	0	-9	-1.6	-2%
30	Cc1ccc(NC(=O)Cn2c(=O)n(CCCC(=O)NCc3ccco3)c(=O)c3ccccc32)cc1	-0.7	6	4	-1.4	3%

no.	TrxR1 substrate	PI4K2A block	USP1-UAF1 inh	TrxR1 inh
16	-3%	-12	-12%	9%
17	6%	-2	-14%	7%
18	35%	-11	-3%	17%
19	306%[activator]	-10	-26%	-21%
20	4%	4	-7%	?
21	1%[57.1 µM]	4	-16%	13%[57.1 µM]
22	-2%[57.1 µM]	4	-11%	0%[57.1 µM]
23	-4%	-2	-11%	19%
24	9%[0.457 µM]	1	-4%	?
25	2%	0	-16%	7%[2.29 µM]
26	6%[0.457 µM]	0	-7%	3%
27	7%[57.1 µM]	1	-13%	24%[57.1 µM]
28	-10%	-1	-10%	-9%
29	4%	-2	-16%	21%
30	6%	5	-4%	2%[57.1 µM]

Printed as active in TRHR ag, among the entries above:
no.	molecule	TRHR enhancer	D2 antagonist	TRHR ag	TrxR1 substrate	PI4K2A block	USP1-UAF1 inh	TrxR1 inh
24	CC(C)(C)c1ccc(C(=O)NC(=S)NNC(=O)c2cccs2)cc1	7	56*	34*	9%[0.457 µM]	1	-4%	?

Later entries.
no.	compound	D2 ag	TRHR enhancer	D2 antagonist	TRHR ag	mIDH1 inhibitor
31	c1ccc(N2CCN(c3nc4ccccc4[nH]3)CC2)nc1	0.4	-8	-12	-0.7	0%
32	O=C(COC(=O)c1nc(Cl)c(Cl)c(Cl)c1Cl)NCc1ccccc1	0.0	-6	9	-1.5	11%
33	O=C(NC(=O)c1ccncc1)NC(c1ccccc1)c1ccccc1	-1.0	1	-7	0.8	3%
34	CC(NC(=O)CSc1ncccn1)c1ccccc1 (centres undefined)	0.9	-13	1	-1.1	-2%
35	Cc1ccc(C2=NOC3(CC(=O)N(c4ccc(C)cc4)C3=O)C2)cc1 (centres undefined)	-1.2	-5	9	0.1	5%
36	CC(C)NC(=O)N(C)C[C@@H]1Oc2c(NC(=O)C3CCOCC3)cccc2C(=O)N([C@@H](C)CO)C[C@H]1C	.	.	.	.	27%
37	CCOC(=O)C1CSC(CC(=O)Nc2ccc(OC(F)(F)F)cc2)C(=O)N1 (centres undefined)	0.1	-4	-8	0.0	-7%
38	CCN(Cc1nc2ccccc2c(=O)[nH]1)C(=O)COc1ccccc1-c1ccccc1	-0.1	-10	-2	0.1	0%
39	Cc1cccc(CC(=O)Nc2ccc(C(=O)N3CCOCC3)cc2)c1	-0.2	-3	24	0.3	5%
40	COc1ccc(CCNC(=O)COC(=O)Cc2ccccc2F)cc1	.	.	.	.	1%
41	CCCN(C(=O)Cn1cc(S(=O)(=O)N2CCN(c3ccccc3F)CC2)c2ccccc2c1=O)c1cccc(C)c1	-0.3	-1	.	0.6	4%
42	O=C(C[n+]1cccc2ccccc21)c1ccccc1	.	18	.	-0.8	2%
43	Cc1cccc(NC(=O)NNC(=O)CCc2ccccc2)c1	-0.1	-3	-12	-0.2	11%
44	Cc1ccnc(NCc2cc(C)ccc2O)c1	-2.0	-5	-9	-0.5	6%
45	Cc1ccc([N+](=O)[O-])cc1N/C=C1\CCCCC1=O	-0.6	13	52*	-0.1	13%

no.	TrxR1 substrate	PI4K2A block	USP1-UAF1 inh	TrxR1 inh
31	6%[57.1 µM]	7	-13%	16%[57.1 µM]
32	-8%	-3	-6%	45µM*
33	9%	1	-12%	32%
34	-2%[57.1 µM]	4	7%	10%
35	-3%[57.1 µM]	0	-10%	-83%[2.29 µM]
36	-2%	4	-6%	10%
37	-2%	-2	-8%	-2%
38	2%	-4	-20%	11%
39	2%	-4	-23%	13%
40	-3%	6	-3%	0%
41	-5%	-3	?	-5%
42	5%	3	-20%	0%
43	3%	3	-1%	13%
44	-4%	-21	-19%	-1%[57.1 µM]
45	-5%[57.1 µM]	-3	?	8%[57.1 µM]

Rewritten with values under each structure: entries from further up.
Values run as follows: D2 ag	TRHR enhancer	D2 antagonist	TRHR ag	mIDH1 inhibitor	TrxR1 substrate	PI4K2A block	USP1-UAF1 inh	TrxR1 inh
#35 Cc1ccc(C2=NOC3(CC(=O)N(c4ccc(C)cc4)C3=O)C2)cc1 (centres undefined)
    -1.2	-5	9	0.1	5%	-3%[57.1 µM]	0	-10%	-83%[2.29 µM]
#36 CC(C)NC(=O)N(C)C[C@@H]1Oc2c(NC(=O)C3CCOCC3)cccc2C(=O)N([C@@H](C)CO)C[C@H]1C
    .	.	.	.	27%	-2%	4	-6%	10%
#37 CCOC(=O)C1CSC(CC(=O)Nc2ccc(OC(F)(F)F)cc2)C(=O)N1 (centres undefined)
    0.1	-4	-8	0.0	-7%	-2%	-2	-8%	-2%

Next entries.
no.	compound	D2 ag	TRHR enhancer	D2 antagonist	TRHR ag	mIDH1 inhibitor
46	O=C(c1ccc(CS(=O)(=O)Cc2ccc(Cl)cc2)o1)N1CCCC1	-0.3	3	5	0.0	13%
47	COC(=O)COc1ccc(-c2nn(C)c(=O)c3ccccc23)cc1	0.4	-6	10	0.0	5%
48	COCCOC(=O)/C(=C\c1cc(C(C)(C)C)c(O)c(C(C)(C)C)c1)C(C)=O	6.4	-7	2	1.7	0%
49	O=C(c1ccccc1)N1CCCC(C(=O)N2CCCCC2)C1 (centres undefined)	0.8	4	-1	0.0	-7%

no.	TrxR1 substrate	PI4K2A block	USP1-UAF1 inh	TrxR1 inh
46	8%	-2	-7%	?
47	5%	2	-2%	8%[57.1 µM]
48	-14%	2	-5%	?
49	2%	1	-22%	24%

Compound activity as filed in PubChem.
